# CHT inh: inhibits the human high affinity choline transporter. CHT-expressing cells, membrane potential dye, choline response; active compounds read low. B-score at 10 µM. hit rate 0.86% among 310,000. Q9GZV3;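 active = B-score over 3 SD under the library average, and starting fluorescence ratio not unusually high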;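 also: choline stimulus applied at its EC90 after an EC20 pre-addition; B-score computed on integrated fluorescence ratio after choline addition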
# Target sequence (Q9GZV3 whole entry, looked up): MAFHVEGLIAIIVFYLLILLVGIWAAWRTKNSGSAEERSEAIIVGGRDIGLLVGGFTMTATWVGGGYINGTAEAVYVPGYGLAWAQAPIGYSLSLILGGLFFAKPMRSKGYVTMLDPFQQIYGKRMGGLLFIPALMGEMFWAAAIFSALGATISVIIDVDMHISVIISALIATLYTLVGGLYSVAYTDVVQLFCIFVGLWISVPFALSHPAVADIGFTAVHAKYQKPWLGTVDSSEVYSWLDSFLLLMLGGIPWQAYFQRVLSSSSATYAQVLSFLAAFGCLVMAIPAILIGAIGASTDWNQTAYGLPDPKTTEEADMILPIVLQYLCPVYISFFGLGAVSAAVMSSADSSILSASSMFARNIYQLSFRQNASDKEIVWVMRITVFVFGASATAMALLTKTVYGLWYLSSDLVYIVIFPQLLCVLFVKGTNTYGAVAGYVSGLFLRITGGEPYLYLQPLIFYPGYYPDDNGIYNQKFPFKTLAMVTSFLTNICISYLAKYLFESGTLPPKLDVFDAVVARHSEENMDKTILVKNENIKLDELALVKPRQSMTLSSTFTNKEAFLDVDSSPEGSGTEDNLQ
# CHT PAM: allosterically activates the human high affinity choline transporter | Q9GZV3 | CHT-expressing cells, membrane potential dye, choline EC20; active compounds read high; LV-AA mutant CHT in HEK293 cells | B-score at 10 µM | hit rate 0.49% among 310,000;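 active = initial fluorescence not abnormally high and integrated response B-score, plate-corrected, over 3 SD above library mean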
# Calls only; i = inactive.
# Second line of a record: CHT PAM	CHT inh
> NC(=O)C1c2ccccc2CSc2ccccc21 (stereo not given)
 : i	i
> Cc1ccc(C)c(N2CCN(S(=O)(=O)c3csc(C(N)=O)c3)CC2)c1
 : i	i
> Cc1cc(C)n2nc(C(=O)Nc3ccc4c(c3)OCO4)cc2n1
 : i	i
> Cc1ccc(OCC(=O)Nc2ccc(NC(=O)c3ccco3)cc2)c(C)c1
 : i	i
> CCCc1nc2ccccc2c(=O)n1/N=C/c1ccc(O)cc1
 : i	i
> CC(C(=O)Nc1ccc(S(=O)(=O)N2CCOCC2)cc1)N(c1ccccc1)S(C)(=O)=O (stereo not given)
 : i	i
> N=c1c2c(ncn1CCN1CCOCC1)Oc1cc(O)ccc1C2c1ccccc1 (stereo not given)
 : i	i
> COc1ccc(NC(=O)CSc2nnc(CNC(=O)COc3ccc(Cl)cc3)o2)c(OC)c1
 : i	i
> CC(C)(C)OC(=O)NC(CC(=O)OCc1ccccc1)C(=O)O (stereo not given)
 : i	i
> COc1ccc(-c2ccc(-c3noc(-c4cccc(OC)c4)n3)c(OC)n2)cc1
 : i	i
> COC(=O)C1=C(N)Oc2c(oc(CO)cc2=O)C1c1c(F)cccc1Cl (stereo not given)
 : i	i
> Cc1cc(C)n(CC(O)COc2ccc(Cl)cc2)n1 (stereo not given)
 : i	i
> Cc1cc(Cl)c2c(c1)[C@]1(C(=O)N2)[C@@H]2C(=O)N(Cc3ccccc3)C(=O)[C@@H]2[C@@H]2CCCN21
 : i	i
> COc1ccc(C(=O)C[n+]2cccc3cc(OC)ccc32)cc1
 : i	i
> Cc1c(C2=CCN(S(=O)(=O)c3ccc(Br)cc3)CC2)c2ccccc2n1C
 : i	i
> CCCc1[nH]nc2c1C(c1ccc(Br)s1)C(C#N)=C(N)O2 (stereo not given)
 : i	i
> CCN(CC)c1ccc(N2C(=O)c3ccccc3C2=O)cc1
 : i	i
> COCCC(=O)NC1CCCc2c1cnn2-c1cccc(C)c1C (stereo not given)
 : i	i
> Cc1ccc(C)n1-c1cc(S(=O)(=O)N2CCOCC2)ccc1N1CCCC1
 : i	i
> Cc1cccc(OCC(=O)NCCCNC(=O)c2ccccn2)c1
 : i	i
> Cc1ccc(S(=O)(=O)NC(CC(=O)O)c2cccs2)cc1 (stereo not given)
 : i	i
> Cc1cccc(C)c1N1CCN(C(=O)Nc2ccc3c(c2)OCCO3)CC1
 : i	i
> CCN(CC)CCN1C(=O)c2ccccc2NC1c1ccc(Br)cc1 (stereo not given)
 : i	i
> CCOC(=O)C1(C)NC(c2ccc(O)cc2)C2C(=O)N(c3ccccc3)C(=O)C21 (stereo not given)
 : i	i
> O=C1C2ON(c3ccccc3)C(c3ccncc3)C2C(=O)N1c1ccc(N2CCOCC2)cc1 (stereo not given)
 : i	i
> CN(CC(=O)Nc1cccc(F)c1)C(=O)CCc1nc2ccccc2c(=O)[nH]1
 : i	i
> CCCCNC(=O)Cn1c2c(c(-c3ccccc3Cl)cc1=O)CCC2
 : i	i
> CS(=O)(=O)N(CC(=O)Nc1cccc(Cl)c1Cl)c1ccccc1
 : i	i
> CN=C1SC(CC(=O)Nc2ccc(C(C)=O)cc2)C(=O)N1C (stereo not given)
 : i	i
> CCOCC(O)CNc1ccccc1 (stereo not given)
 : i	i

# Entries of single compounds as entered above.
# Record of `CCN(CC)CCN1C(=O)c2ccccc2NC1c1ccc(Br)cc1` (stereo not given) : CHT PAM: i; CHT inh: i
# Record of `CCCCNC(=O)Cn1c2c(c(-c3ccccc3Cl)cc1=O)CCC2` : CHT PAM: i; CHT inh: i
# Record of `COc1ccc(C(=O)C[n+]2cccc3cc(OC)ccc32)cc1` : CHT PAM: i; CHT inh: i

# Remaining list, next part:
# Second line of a record: CHT PAM	CHT inh
> CC(C)(C)NC(=O)/C(=C/c1ccccc1F)NC(=O)c1ccc([N+](=O)[O-])cc1
 : i	i
> CN(Cc1ncc[nH]1)C(=O)c1cc(COc2c(F)cccc2F)on1
 : i	i
> CCN(CC(=O)Nc1c(F)cccc1F)C(=O)/C=C/c1cn(Cc2ccccc2)nc1-c1cccnc1
 : i	i
> Cc1cc(NC(=O)C2CC(=O)OC2c2ccccc2)no1 (stereo not given)
 : i	i
> Cc1cc(NC(=O)CSc2nnc3c(C)cc4ccccc4n23)no1
 : i	i
> COc1ccc(N2CC(C(=O)Nc3ccc(S(=O)(=O)Nc4nccs4)cc3)CC2=O)cc1 (stereo not given)
 : i	i
> CCCCCCCNC(=O)C1(CC2CC(c3ccc(Cl)cc3)=NO2)CCN(C(=O)Cc2ccc(F)cc2)CC1 (stereo not given)
 : i	i
> c1ccc2[nH]c(NCc3ccc4c(c3)OCO4)nc2c1
 : i	i
> CCn1nccc1C(=O)Nc1ccccc1OC
 : i	i
> COc1ccc(-c2nc(C#N)c(NCC3CCCO3)o2)cc1OC (stereo not given)
 : i	i
> Cc1ccc(C)c(NC(=O)C(Sc2nncn2C)c2ccccc2)c1 (stereo not given)
 : i	i
> CCc1ccc(CN2CCC(CO)(CC3CCCCO3)CC2)o1 (stereo not given)
 : i	i
> O=C(Nc1ccc(F)cc1F)N1CCCN(c2ccc([N+](=O)[O-])cn2)CC1
 : i	i
> O=C(CSc1nc2ccccc2o1)N1CCN(C(=O)c2ccco2)CC1
 : i	i
> O=C(NCCc1ccccc1)C(=O)c1c(-c2ccccc2)[nH]c2ccccc12
 : i	i
> COc1ccc(S(=O)(=O)N2CCN(CC(=O)Nc3ccc(F)c(F)c3)CC2)cc1
 : i	i
> CCN(CC)C(=O)c1ccc(CS(=O)(=O)Cc2ccccc2)cc1
 : i	i
> CCOC(=O)c1c(S(=O)(=O)NCC(=O)N2CCN(c3ccccc3OC)CC2)c(C)n(C)c1C
 : i	i
> Cc1onc(-c2c(Cl)cccc2Cl)c1C(=O)O/N=C(\C#N)c1ccccc1
 : i	i
> O=C(Nc1nnc(S(=O)(=O)N2CCOCC2)s1)c1ccccc1Cl
 : i	i
> CCc1cc(=O)[nH]c(SCC(=O)N2CCCC2)n1
 : i	i
> Cc1cccc(NCC(=O)N/N=C\c2cccc(Oc3ccccc3)c2)c1
 : i	i
> CN(C(=O)CSc1nc2c(c(=O)[nH]1)CCCC2)C1CCCCC1
 : i	i
> CN1CCN(NC(=O)c2ccc(Br)c(S(=O)(=O)N3CCOCC3)c2)CC1
 : i	i
> O=C1c2cccc3cccc(c23)C(=O)N1c1nccs1
 : i	i
> Cc1c(C)n(Cc2ccccc2)c2ncnc(NCCN(C)C)c12
 : i	i
> Cc1ccc(NC(=S)NNc2ncc(C(F)(F)F)cc2Cl)c(C)c1
 : i	i
> Cc1cnc(NC(=O)c2ccc(Cl)nc2)s1
 : i	i
> CCN1N=C(C)C=C(c2ccccc2)n2c1nc1ccccc12
 : i	i
> CCOc1ccc(C(=O)CSCCC(=O)O)cc1
 : i	i
> Cn1c(=O)oc2cc(S(=O)(=O)NCc3cccnc3)ccc21
 : i	i
> COC(=O)CCC(=O)OC1(C)C(=O)C=C2C=C(C3CC3)N(CCCCO)C=C2C1=O (stereo not given)
 : i	i
> CN=C(C)c1c(O)c2ccccc2oc1=O
 : i	i
> Cn1c(=O)c2c(ncn2CCc2ccccc2)n(C)c1=O
 : i	i
> COc1ccc(-c2ccc(SCC(=O)NCc3ccco3)nn2)cc1OC
 : i	i
> CCOC(=O)N1CCN(C(=O)CN(C)S(=O)(=O)c2ccc3c(c2)C(C)(C)C(=O)N3C)CC1
 : i	i
> CCCCNc1c(N)n(CC(C)C)c(=O)[nH]c1=O
 : i	i
> CCCN1CCC(NCC(C)c2ccccc2)CC1 (stereo not given)
 : i	i
> CN(C)c1ccc(-c2nnn(CC(=O)NCc3ccc4c(c3)OCO4)n2)cc1
 : i	i
> Cc1ccccc1N(CC(=O)NC(C)(C)C)C(=O)c1ccc(-c2ccccc2)[nH]1
 : i	i

# As a short view, some entries already given.
# Second line of a record: CHT PAM	CHT inh
> Cn1c(=O)oc2cc(S(=O)(=O)NCc3cccnc3)ccc21
 : i	i
> COC(=O)CCC(=O)OC1(C)C(=O)C=C2C=C(C3CC3)N(CCCCO)C=C2C1=O (stereo not given)
 : i	i
> CN=C(C)c1c(O)c2ccccc2oc1=O
 : i	i
> Cn1c(=O)c2c(ncn2CCc2ccccc2)n(C)c1=O
 : i	i
> COc1ccc(-c2ccc(SCC(=O)NCc3ccco3)nn2)cc1OC
 : i	i

# Next part.
# Second line of a record: CHT PAM	CHT inh
> CCC(=O)Nc1ccc(F)c(Cl)c1
 : i	i
> Cc1ccc(C(=O)N/C(=C/c2ccc(F)cc2)C(=O)NCc2ccncc2)cc1
 : i	i
> COc1ccc(N/C=C/c2nc(SC)nnc2C)cc1
 : i	i
> CC(=O)Nc1nc(N)n(-c2ccccc2)n1
 : i	i
> Cc1cccc(NC(=S)Nc2ccc(Br)cc2)c1
 : i	i
> O=C(NCCN1CCN(c2ccccc2)CC1)Nc1ccccc1Cl
 : i	i
> CSc1ncccc1C(=O)N1CCN(S(=O)(=O)c2ccc(C)cc2)CC1
 : i	i
> Cc1ccc(-n2nc3c(=O)n(CCCC(=O)NCc4ccco4)nc(C)c3c2C)cc1
 : i	i
> COc1ccc(CN2C(=O)c3ccccc3C2=O)cc1C(=O)Nc1ccc(C)cc1C
 : i	i
> O=[N+]([O-])c1cccnc1NCc1cccs1
 : i	i
> COCCn1c(SCC(=O)OCc2ccccc2)nc2c1c(=O)[nH]c(=O)n2C
 : i	i
> COc1ccc(C(=O)c2nccc3ccccc23)cc1
 : i	i
> CCOC(=O)C1=C(C)N=C2SCCC(=O)N2C1c1ccc(C(=O)OC)cc1 (stereo not given)
 : i	i
> CCN1CCN(C(=O)CS(=O)(=O)Cc2nc(-c3ccc(C)cc3)oc2C)CC1
 : i	i
> O=C(CN1CCC(NC(=O)c2cccc(F)c2)CC1)Nc1ccc(Br)cc1
 : i	i
> COc1ccccc1C(O)P(=O)(OCC(C)C)c1ccc(N(C)C)cc1 (stereo not given)
 : i	i
> COc1cccc(C(=O)NCCS(=O)(=O)NCc2cccnc2)c1
 : i	i
> Fc1ccc2nc(Nc3nc4c(F)cc(F)cc4s3)sc2c1
 : i	i
> CSCC[C@H](NC(=O)c1ccc2c(c1)OCO2)c1nnc2ccccn12
 : i	i
> COc1ccc(N2CCN(Cc3ccc(Br)s3)CC2)cc1
 : i	i
> O=C(Oc1cc(-c2ccccc2)no1)c1ccc(F)cc1
 : i	i
> O=C(NNS(=O)(=O)c1ccccc1)c1cccs1
 : i	i
> CCCCOC(=S)NC(=O)c1sc2ccccc2c1Cl
 : i	i
> Cc1cc(C)c(CN2CCC(n3nccc3NC(=O)C3CCCC3)CC2)cc1C
 : i	i
> CN=C1NN=C(c2cc(C)n(-c3c(C)n(C)n(-c4ccccc4)c3=O)c2C)CS1
 : i	i
> COc1ccccc1N1CCN(C(=O)c2oc3cc(C)cc(C)c3c2C)CC1
 : i	i
> C/C(=N\Nc1cccc2cccnc12)c1ccccc1O
 : i	i
> CCC(=O)N1CCC2(CC1)Oc1ccc(Cl)cc1C(=O)C21CC(c2ccc(Cl)cc2)=NO1 (stereo not given)
 : i	i
> O=C(COC(=O)C12CC3CC(CC(O)(C3)C1)C2)N1CCN(S(=O)(=O)c2ccc(Cl)cc2)CC1
 : i	i
> CCN(CC)C(=O)C1CCN(S(=O)(=O)c2cccc3nonc23)CC1
 : i	i
> CC(=O)Nc1cccc(-c2csc(Nc3ccc(C)cn3)n2)c1
 : i	i
> Cc1cc(OCC(=O)N2CCOCC2)cc2oc(=O)c3ccccc3c12
 : i	i
> CCCCNC(=O)CCn1c(=O)c2ccccc2n(CC(=O)N2CC(C)CC(C)C2)c1=O (stereo not given)
 : i	i
> CC(Oc1ccccc1)C(=O)N1CCCc2ccccc21 (stereo not given)
 : i	i
> Cc1ccc(CN(CCO)CCO)cc1
 : i	i
> CCCN1C2CCCC1CC(NC(=O)C1CCCCC1)C2 (stereo not given)
 : i	i
> NC(=O)c1sc2nccc(Nc3ccccc3)c2c1N
 : i	i
> O=C(c1ccco1)N1CCN(c2ccccc2F)CC1
 : i	i
> CCOC(=O)c1ccc(NC(=O)c2c(N)n(C)c(=O)[nH]c2=O)cc1
 : i	i
> CCCSc1ncc(Cl)c(C(=O)Nc2ccc(S(=O)(=O)Nc3ncccn3)cc2)n1
 : i	i
> C/C(=N\NC(=O)C1CC1)c1cccs1
 : i	i
> CCC1(c2ccc(Cl)cc2)NC(=S)N(c2ccc(C)cc2)N1 (stereo not given)
 : i	i
> O=C1c2ccccc2NC(c2ccc(F)cc2)N1Cc1ccco1 (stereo not given)
 : i	i
> COC(CNC(=O)c1ccc2c(c1)nc(C)n2-c1ccc(F)c(F)c1)OC
 : i	i
> CC(C)OCCCNC(=O)C1CCN(S(=O)(=O)N2CCCC2)CC1
 : i	i
> CCS(=O)(=O)c1ccc2oc(SCC(=O)NC(C)C3CC4CCC3C4)nc2c1 (stereo not given)
 : i	i
> O=C(Nc1ccc2c(c1)OCO2)c1ccc(COc2ccc3c(c2)CCC3)o1
 : i	i
> CCCCNCCOCCOc1ccccc1-c1ccccc1
 : i	i
> CCOP(=O)(OCC)/C(C#N)=C/c1ccc([N+](=O)[O-])cc1
 : i	i
> CCC(C(=O)NCc1cccs1)n1nc(C)n2c(cc3occc32)c1=O (stereo not given)
 : i	i

# Additional structures follow.
# Second line of a record: CHT PAM	CHT inh
> Brc1ccc2c(c1)C(c1cccs1)=NNC(c1cccnc1)=N2
 : i	i
> COc1ccc(C)cc1S(=O)(=O)N1CCCC(C(=O)N2CCN(c3ccccc3)CC2)C1 (stereo not given)
 : i	i
> COC(=O)c1c(NC(=O)CSc2nnc(-c3cccnc3)n2Cc2ccco2)sc(C)c1C
 : i	i
> Cc1c(C(=O)N(C)CCn2ccnc2C)oc2c(F)cccc12
 : i	i
> FC(F)(F)c1ccccc1NC(=S)N1CCN(c2ncccn2)CC1
 : i	i
> COc1ccc(-c2cc(=O)oc3cc4occ(C)c4cc23)cc1
 : i	i
> Nc1ccc(Br)cc1C(NCC(=O)O)c1ccccc1 (stereo not given)
 : i	i
> CC(NS(=O)(=O)c1ccc2[nH]c(=O)c(=O)[nH]c2c1)C(=O)O (stereo not given)
 : i	i
